Screens deposited in PubChem BioAssay by University of Kansas High Throughput Screening Laboratory.
mHTT-CaM PPI inh: mutant huntingtin-calmodulin interaction inhibitors – biochemical, AlphaScreen, primary screen. P42858. AlphaScreen His-mHTT/GST-CaM binding, luminescence. inhibition, % at 15 µM. actives 3.6% (n = 190,000);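 note: 0% = both proteins with DMSO and 100% = one protein alone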
Target sequence (P42858 whole entry, looked up, stated change not applied): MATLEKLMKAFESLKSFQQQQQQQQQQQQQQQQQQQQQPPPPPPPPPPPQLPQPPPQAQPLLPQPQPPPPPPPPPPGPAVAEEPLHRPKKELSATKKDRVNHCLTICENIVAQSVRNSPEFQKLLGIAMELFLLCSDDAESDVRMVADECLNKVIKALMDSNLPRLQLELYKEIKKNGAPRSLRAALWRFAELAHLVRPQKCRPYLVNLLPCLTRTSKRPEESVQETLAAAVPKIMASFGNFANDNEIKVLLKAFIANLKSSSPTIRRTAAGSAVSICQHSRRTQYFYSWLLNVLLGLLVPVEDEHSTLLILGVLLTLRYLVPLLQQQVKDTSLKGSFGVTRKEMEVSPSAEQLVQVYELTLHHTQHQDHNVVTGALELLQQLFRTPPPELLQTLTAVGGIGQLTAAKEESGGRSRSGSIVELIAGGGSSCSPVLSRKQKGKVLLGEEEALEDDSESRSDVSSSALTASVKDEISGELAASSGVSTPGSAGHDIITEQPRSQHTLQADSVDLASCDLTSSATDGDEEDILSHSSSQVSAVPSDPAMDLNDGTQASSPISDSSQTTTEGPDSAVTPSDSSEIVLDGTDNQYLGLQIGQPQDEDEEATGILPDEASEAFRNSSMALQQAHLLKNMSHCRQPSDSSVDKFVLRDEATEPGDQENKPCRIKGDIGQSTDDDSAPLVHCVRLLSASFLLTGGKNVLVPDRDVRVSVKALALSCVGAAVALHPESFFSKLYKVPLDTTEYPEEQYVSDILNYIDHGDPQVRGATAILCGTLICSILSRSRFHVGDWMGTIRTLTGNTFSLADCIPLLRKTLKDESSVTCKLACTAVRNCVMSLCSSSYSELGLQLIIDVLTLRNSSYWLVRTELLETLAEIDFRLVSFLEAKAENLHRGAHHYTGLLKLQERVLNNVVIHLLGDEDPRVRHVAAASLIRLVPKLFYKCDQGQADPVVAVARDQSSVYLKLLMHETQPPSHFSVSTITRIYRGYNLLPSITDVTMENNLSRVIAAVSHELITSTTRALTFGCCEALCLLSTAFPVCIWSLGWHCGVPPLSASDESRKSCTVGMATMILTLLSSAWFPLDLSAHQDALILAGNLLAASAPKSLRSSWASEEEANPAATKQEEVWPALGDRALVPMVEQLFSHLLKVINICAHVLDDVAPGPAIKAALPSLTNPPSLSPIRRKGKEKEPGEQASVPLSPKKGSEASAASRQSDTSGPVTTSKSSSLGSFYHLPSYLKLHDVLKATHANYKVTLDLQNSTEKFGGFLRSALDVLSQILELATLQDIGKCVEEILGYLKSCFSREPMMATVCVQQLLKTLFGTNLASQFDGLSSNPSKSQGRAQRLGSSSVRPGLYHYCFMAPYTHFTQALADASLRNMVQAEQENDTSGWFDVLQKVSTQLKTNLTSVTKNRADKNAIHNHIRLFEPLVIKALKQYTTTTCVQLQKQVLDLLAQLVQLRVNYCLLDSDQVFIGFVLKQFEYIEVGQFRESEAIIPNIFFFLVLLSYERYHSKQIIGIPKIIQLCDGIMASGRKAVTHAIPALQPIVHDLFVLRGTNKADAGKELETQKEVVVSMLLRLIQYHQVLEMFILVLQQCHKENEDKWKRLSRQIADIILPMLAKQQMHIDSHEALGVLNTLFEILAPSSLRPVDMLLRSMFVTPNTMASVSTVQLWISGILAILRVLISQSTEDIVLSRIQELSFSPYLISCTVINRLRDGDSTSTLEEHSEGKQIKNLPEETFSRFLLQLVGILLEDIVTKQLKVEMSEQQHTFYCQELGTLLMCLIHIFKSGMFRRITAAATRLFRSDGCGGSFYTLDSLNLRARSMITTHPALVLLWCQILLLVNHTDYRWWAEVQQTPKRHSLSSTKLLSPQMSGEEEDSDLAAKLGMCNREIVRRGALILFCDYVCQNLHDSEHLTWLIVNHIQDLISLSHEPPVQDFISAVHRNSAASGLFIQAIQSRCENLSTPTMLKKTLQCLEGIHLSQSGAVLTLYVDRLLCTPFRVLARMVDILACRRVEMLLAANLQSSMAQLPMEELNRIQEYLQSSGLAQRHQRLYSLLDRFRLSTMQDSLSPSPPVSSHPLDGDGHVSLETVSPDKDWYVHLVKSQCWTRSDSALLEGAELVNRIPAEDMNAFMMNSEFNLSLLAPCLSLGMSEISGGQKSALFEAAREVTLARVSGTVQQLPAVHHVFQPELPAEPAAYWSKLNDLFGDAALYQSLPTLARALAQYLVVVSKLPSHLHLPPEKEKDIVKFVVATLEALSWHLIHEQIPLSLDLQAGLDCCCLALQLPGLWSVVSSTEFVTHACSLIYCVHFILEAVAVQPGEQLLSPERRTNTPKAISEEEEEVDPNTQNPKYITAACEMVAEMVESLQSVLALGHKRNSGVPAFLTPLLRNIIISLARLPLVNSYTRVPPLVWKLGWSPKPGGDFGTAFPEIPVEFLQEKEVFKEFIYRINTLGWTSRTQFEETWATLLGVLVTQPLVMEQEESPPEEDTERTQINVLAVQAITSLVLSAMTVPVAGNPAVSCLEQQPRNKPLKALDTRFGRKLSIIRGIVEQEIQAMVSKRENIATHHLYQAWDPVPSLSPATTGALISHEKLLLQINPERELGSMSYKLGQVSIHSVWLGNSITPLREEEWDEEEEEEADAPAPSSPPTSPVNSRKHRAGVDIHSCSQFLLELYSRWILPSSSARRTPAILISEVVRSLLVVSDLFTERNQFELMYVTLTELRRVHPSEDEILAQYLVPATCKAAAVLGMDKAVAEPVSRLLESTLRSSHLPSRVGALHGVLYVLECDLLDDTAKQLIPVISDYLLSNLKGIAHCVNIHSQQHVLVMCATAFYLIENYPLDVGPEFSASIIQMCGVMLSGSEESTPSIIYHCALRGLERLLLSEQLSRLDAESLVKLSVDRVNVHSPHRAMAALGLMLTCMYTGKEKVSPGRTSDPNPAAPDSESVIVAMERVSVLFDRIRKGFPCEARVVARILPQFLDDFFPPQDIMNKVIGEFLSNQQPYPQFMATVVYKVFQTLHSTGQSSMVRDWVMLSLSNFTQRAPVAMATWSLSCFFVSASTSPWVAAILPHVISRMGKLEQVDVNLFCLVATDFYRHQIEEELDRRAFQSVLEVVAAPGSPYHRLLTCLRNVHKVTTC
Pf apPOL inh: Pf-apPOL inhibitors, biochemical, fluorescence | Plasmodium falciparum apicoplast DNA polymerase (apPOL) | Recombinant Pf-apPOL, molecular beacon fluorescence, 1.5 h | inhibition, % at 10 µM | actives 0.25% (n = 210,000)
* marks the source's active call; other numbers are inactive results; · = no result given; & = joins results of further samples. Cut-off read from the data, not from the text of the source: active = inhibition above about 50%; inactive = the rest.

molecule	mHTT-CaM PPI inh	Pf apPOL inh
Cc1ccc(N2C(=O)CC(N3CCN(S(=O)(=O)c4ccccc4)CC3)C2=O)c(C)c1 (stereo not drawn)	6.8	-4.2
CC(C)(C)NC(=O)N1CCC(CNC(=O)CSc2ccc(F)cc2)CC1	-13.2	-6.5
CC(=O)NC(=O)c1cc2cc(Br)ccc2oc1=Nc1cccc(F)c1	9.0	-7.1
Cc1cccc(CN2CCN(C3CN(Cc4ccccc4)S(=O)(=O)C3)CC2)c1 (stereo not drawn)	42.6	0.4
CCOc1ccc(-c2nn(-c3ccccc3)cc2/C=c2\sc3ncnn3c2=O)cc1C	4.0	0.5
CS(=O)(=O)Nc1ccc(C2(C(=O)NCCN3CCCCC3)CCCCC2)cc1	6.3	-4.3
Cc1[nH]n(-c2nc(-c3cccc([N+](=O)[O-])c3)cs2)c(=O)c1C(c1ccccc1)C(C#N)C(N)=O (stereo not drawn)	36.4	-2.2
CC(C)C1C(=O)N(Cc2cn(CC3CCCCC3)nn2)CCS(=O)(=O)N1Cc1ccc(-c2ccncc2)cc1 (stereo not drawn)	54.0*	-2.2
COc1ccc(OC)c(/C=C2\C(=O)Nc3ccc(Br)cc32)c1	54.0*	-0.9
CCc1csc2nc(C)c(NC(=O)c3ccc(Cl)cc3)c(=O)n12	-4.2	-1.4
CCOC(=O)Oc1ccc2c(=O)c(-c3ccc(OC)cc3)c(C)oc2c1	6.0	0.7
COn1c2c(c3c4nonc4ccc31)CCCC2	-49.8	·
COc1ccc(/C=C2/C=C(c3ccccc3)OC2=O)c(OC)c1	37.0	-0.6
Cc1ccc(N2C(N)=C(C#N)C(c3ccsc3)C3=C2CCCC3=O)cc1 (stereo not drawn)	9.0	-6.1
Cc1ccc(NC(=O)Cn2c(C(F)(F)F)nc3ccccc32)cc1C	2.0	-1.3
Cc1cc(C)cc(OCC(=O)Nc2ccccc2N2CCOCC2)c1	-4.7	0.8
Cc1ccc(NC(=O)c2cc(S(=O)(=O)N3CCC4(CC3)OCCO4)ccc2F)cc1C	13.0	-1.3
Cn1c(=O)cnc2ccc(N3CCCC3)nc21	-3.0	-4.1
CCOc1ccc(/C=C2/SC(N3CCCC(C)C3)=NC2=O)c(OCC)c1 (stereo not drawn)	10.0	1.3
O=C(CC1CCCC1)N1CCN(c2nnc3ccc(C(F)(F)F)cn23)CC1	2.1	-1.1

(more compounds)
molecule	mHTT-CaM PPI inh	Pf apPOL inh
O=C(NCc1ccccc1)C(=O)Nc1ccccc1F	-6.4	0.1
Cc1nc(C(=N)NC(=O)c2ccc(OC(F)(F)F)cc2)cs1	·	-9.0
CCOC(=O)c1cc(-c2ccccc2)n(-c2ccccc2)c1C	·	-12.0
O=C(NCc1ccco1)c1ccccc1[N+](=O)[O-]	-1.0	-2.8
CSc1ccccc1NC(=O)Cn1nc(C(F)(F)F)c(Br)c1C	-1.0	-2.5
O=C(O)C1C2C=CC(O2)C1C(=O)NCc1ccc(Cl)cc1 (stereo not drawn)	-5.6	-3.8
CN=C(NC1CCCCC1)SCc1ccccc1	·	-3.2
CN(C)S(=O)(=O)N1CCN(c2ccccc2F)CC1	-13.5	-4.4
CN1CCN(c2c([N+](=O)[O-])c(=O)n(C)c3ccccc23)CC1	10.8	1.7
CC1CCCCC1NS(=O)(=O)c1ccc(F)c(C(=O)Nc2ccccc2Br)c1 (stereo not drawn)	-8.0	-4.4
CC(=O)N(CN1C(=O)c2ccccc2C1=O)c1ccccc1C	-4.0	0.2
OCCCn1c(-c2ccccc2)csc1=Nc1cccc(Cl)c1	92.0*	-4.8
O=[N+]([O-])c1cccc(/C=C/c2nc(C=Nc3ccccc3)c(O)o2)c1	-2.0	0.6
Cc1c(Cc2ccccc2)sc(NC(=O)c2ccc(Cl)cc2)c1C(N)=O	4.1	-3.3
CC(=O)c1ccc(Oc2c(Cl)cccc2[N+](=O)[O-])cc1	1.1	0.9
COc1ccc(NC(=O)C(CC(C)C)N2C(=O)c3ccccc3C2=O)cc1 (stereo not drawn)	8.0	-7.5
Cc1nn(-c2cccc(C(=O)O)c2)c(C)c1-c1cccc([N+](=O)[O-])c1	8.0	23.4
Cc1occc1C(=O)Nc1ccccc1Oc1ccccc1	-16.0	0.5
Cc1ccccc1NC(=O)CC1SC(=N)NC1=O (stereo not drawn)	-9.0	-3.9
CCN1CCCC1CNC(=O)C1(O)c2ccccc2NC(=O)N1c1ccccc1 (stereo not drawn)	0.0	-1.2

Continued.
molecule	mHTT-CaM PPI inh	Pf apPOL inh
CC1=C(C)CC(C(=O)Nc2ccc(I)cc2)C(C(=O)O)C1 (stereo not drawn)	-4.8	-16.1
O=S(=O)(CCNCCc1ccccc1)NC1CCCCC1	-5.9	-4.8
Nc1nc(N)c(Br)c(=O)[nH]1	·	-0.5
CNC(=O)CN1C(=O)/C(=C/c2cccc(Cl)c2)Sc2ccccc21	9.0	-9.1
COCCNC(=O)c1cnn2c1NC(c1ccc(OC)cc1)CC2C(F)(F)F (stereo not drawn)	4.0	-5.5
CN1CCc2cc(C(CNS(=O)(=O)c3ccccc3F)N3CCCC3)ccc21 (stereo not drawn)	11.5	-1.9
CSc1nc2sc3c(c2c(=O)n1-c1ccccc1)CCC3	-4.2	-4.1
CCOC(=O)C(C)Oc1ccc2c(=O)c(Oc3ccc(OCC)cc3)coc2c1 (stereo not drawn)	-20.8	-0.5
CC(=O)Nc1nc(-c2ccc(F)c(F)c2)cs1	-0.2	-4.4
CCOC(=O)CC(=O)CSC1=NS(=O)(=O)c2cc(Cl)ccc2N1	-7.4	4.4
COc1ccc(Cl)cc1NC(=O)c1cc(S(=O)(=O)N2CC(C)CC(C)C2)ccc1F (stereo not drawn)	2.0	37.6
O=C1C(=CN2CCC3(CC2)OCCO3)Oc2cc(O)ccc21	1.6	-6.5
Nc1nccc(-c2cc(-c3cccc(C(F)(F)F)c3)no2)n1	·	2.1
COc1cc(/C=c2\sc3n(c2=O)C(N)=C(C#N)C(c2ccc(O)c(OC)c2)C=3C#N)ccc1O (stereo not drawn)	16.0	42.6
O=C1CC(C(=O)N2CCN(Cc3ccccc3)CC2)CN1CCc1ccccc1 (stereo not drawn)	13.0	0.3
CCc1ccc(S(=O)(=O)Nc2ccc(Br)cn2)cc1	-8.9	3.8
Cc1ccc(Sc2c(C)nn(C(=O)c3cccnc3)c2C)cc1	10.0	2.5
CCOc1cc(/C=C2\C(=O)ON=C2C)ccc1OCc1ccccc1	15.0	2.3
c1ccc(CCn2cnc3ccccc32)cc1	-7.4	0.1
Cc1sc2ncnc(SC(C)C(=O)O)c2c1C (stereo not drawn)	-3.0&-0.2	-11.1&-9.2

Reformatted: results already given
Results follow in this order: mHTT-CaM PPI inh | Pf apPOL inh
- Cc1ccc(N2C(=O)CC(N3CCN(S(=O)(=O)c4ccccc4)CC3)C2=O)c(C)c1 (stereo not drawn)
 : 6.8 | -4.2
- CC(C)(C)NC(=O)N1CCC(CNC(=O)CSc2ccc(F)cc2)CC1
 : -13.2 | -6.5
- CC(=O)NC(=O)c1cc2cc(Br)ccc2oc1=Nc1cccc(F)c1
 : 9.0 | -7.1
- Cc1cccc(CN2CCN(C3CN(Cc4ccccc4)S(=O)(=O)C3)CC2)c1 (stereo not drawn)
 : 42.6 | 0.4
- CCOc1ccc(-c2nn(-c3ccccc3)cc2/C=c2\sc3ncnn3c2=O)cc1C
 : 4.0 | 0.5
- CS(=O)(=O)Nc1ccc(C2(C(=O)NCCN3CCCCC3)CCCCC2)cc1
 : 6.3 | -4.3
- Cc1[nH]n(-c2nc(-c3cccc([N+](=O)[O-])c3)cs2)c(=O)c1C(c1ccccc1)C(C#N)C(N)=O (stereo not drawn)
 : 36.4 | -2.2
- CC(C)C1C(=O)N(Cc2cn(CC3CCCCC3)nn2)CCS(=O)(=O)N1Cc1ccc(-c2ccncc2)cc1 (stereo not drawn)
 : 54.0* | -2.2
- COc1ccc(OC)c(/C=C2\C(=O)Nc3ccc(Br)cc32)c1
 : 54.0* | -0.9
- CCc1csc2nc(C)c(NC(=O)c3ccc(Cl)cc3)c(=O)n12
 : -4.2 | -1.4
- CCOC(=O)Oc1ccc2c(=O)c(-c3ccc(OC)cc3)c(C)oc2c1
 : 6.0 | 0.7
- COn1c2c(c3c4nonc4ccc31)CCCC2
 : -49.8 | ·
- COc1ccc(/C=C2/C=C(c3ccccc3)OC2=O)c(OC)c1
 : 37.0 | -0.6
- Cc1ccc(N2C(N)=C(C#N)C(c3ccsc3)C3=C2CCCC3=O)cc1 (stereo not drawn)
 : 9.0 | -6.1
- Cc1ccc(NC(=O)Cn2c(C(F)(F)F)nc3ccccc32)cc1C
 : 2.0 | -1.3
- Cc1cc(C)cc(OCC(=O)Nc2ccccc2N2CCOCC2)c1
 : -4.7 | 0.8
- Cc1ccc(NC(=O)c2cc(S(=O)(=O)N3CCC4(CC3)OCCO4)ccc2F)cc1C
 : 13.0 | -1.3
- Cn1c(=O)cnc2ccc(N3CCCC3)nc21
 : -3.0 | -4.1
- CCOc1ccc(/C=C2/SC(N3CCCC(C)C3)=NC2=O)c(OCC)c1 (stereo not drawn)
 : 10.0 | 1.3
- O=C(CC1CCCC1)N1CCN(c2nnc3ccc(C(F)(F)F)cn23)CC1
 : 2.1 | -1.1

(list continues)
molecule	mHTT-CaM PPI inh	Pf apPOL inh
Nc1ccc(C(=O)NCC2CCCO2)cc1 (stereo not drawn)	-5.2	-4.0
COc1cc(SC)ccc1C(=O)Nc1cccc(CCc2ccccn2)c1	-1.0	-1.7
CCCCNC(=O)CC1N=C2c3ccccc3N=C(SCc3ccc(F)cc3)N2C1=O (stereo not drawn)	31.0	7.5
CC(=O)Nc1ccccc1NC(=O)COc1cccc(C)c1	-0.8	5.6
O=C(Nc1ccc(F)cc1F)c1cccc(Cl)c1Cl	-8.8	-0.4
O=C(NCc1ccco1)NC1(C(F)(F)F)Oc2ccc(Cl)cc2O1 (stereo not drawn)	-1.0	1.3
Nc1nc(N2CCCCC2)ncc1F	3.6	19.8
NC(=O)C1CC(=O)N(Cc2ccc3c(c2)OCO3)C(=Nc2ccccc2)S1 (stereo not drawn)	13.0	-8.9
O=C(Nc1ccc(F)cc1F)c1coc(=O)c2ccccc12	3.0	-4.6
CC1(C)CC(=O)C2=C(C1)OC(N)=C(C#N)C21C(=O)N(CN2CCOCC2)c2ccccc21 (stereo not drawn)	8.0	0.2
Cc1cccc(COC2CCCN(C(=O)c3ccc4c(c3)OCO4)C2)c1 (stereo not drawn)	-5.1	-2.8
O=C(Nc1c2c(nn1-c1ccc(F)cc1)CS(=O)(=O)C2)c1ccc([N+](=O)[O-])cc1	1.0	1.5
Cc1cccc(NC(=O)N2CCCC(CCC(=O)NCc3ccc(Cl)cc3)C2)c1 (stereo not drawn)	-0.1	-1.9
CC(c1ccco1)N(C(=O)c1ccc([N+](=O)[O-])cc1)c1ccccn1 (stereo not drawn)	-2.6	-6.7
Cc1ccc(NC(=O)CN2C(=O)CC(c3ccccc3)=Nc3cccnc32)c(C)c1	-5.7	3.1
O=c1c(Oc2ccccc2)c(C(F)(F)F)oc2c3c(ccc12)OCO3	-5.5&13.0	17.2&9.4
Cc1ccc(C(=O)N2CCN(S(=O)(=O)c3ccccc3[N+](=O)[O-])C2)cc1	8.0	2.8
Cc1cc(OCC(=O)Nc2cccnc2)cc(C)c1Br	0.7	-2.9
O=C(NCC(=O)N1N=C(c2cccs2)CC1c1ccccc1)c1ccccc1F (stereo not drawn)	15.9	-5.7
CCOc1ccc(-n2nc(C(=O)NCc3cccnc3)c3ccccc3c2=O)cc1	16.0	2.0

Carrying on.
molecule	mHTT-CaM PPI inh	Pf apPOL inh
Cc1cc(OCC(=O)Nc2ncn[nH]2)ccc1Br	20.0	-3.7
N#CC1=CN(c2cccc(Cl)c2)c2ccc(F)cc2S1(=O)=O	-5.2	0.6
CC12C(=O)N(c3ccc(Oc4ccc(Cl)cc4)cc3)C(=O)C1C1C=CC2C1 (stereo not drawn)	-4.0	-6.1
CC(C)NC[C@H](O)c1ccc(O)c(O)c1	·	-3.4&8.5
Cc1ccccc1CNC(=O)C1CCN(c2cncnc2N2CCN(C)CC2)CC1	21.9	-7.4
CCOc1ccc(CC(=O)N2CCN(c3cc(-c4ccc(C)cc4)ncn3)CC2)cc1	37.0	-31.8
CCOC(=O)C1CCCN(Cc2cn3cc(F)ccc3n2)C1 (stereo not drawn)	-9.9	-5.4
Cc1cccc(C=C2Oc3cc(O)ccc3C2=O)c1	-1.6	-5.2
CCCC1c2ccc(C)n2CCN1C(=O)Nc1ccc(Br)cc1F (stereo not drawn)	4.8	0.3
COC(=O)C1CN(C2CCCC2)CCS(=O)(=O)N1Cc1ccc(F)cc1 (stereo not drawn)	2.5	-8.6
O=C(Nc1ncc(S(=O)(=O)c2ccc([N+](=O)[O-])cc2)s1)c1ccc(Br)cc1	1.0	4.3
O=C(c1ccccn1)N1CCN(c2ncnc3c2CCC3)CC1	0.8	-0.7
CC1CCN(C(=O)c2ccc(CN3C(=O)C4CCCN4C(=O)c4ccccc43)cc2)CC1 (stereo not drawn)	-1.1	2.2
c1ccc(-c2nc3c4cnn(-c5ccccc5)c4ncn3n2)cc1	-4.0	-9.5
O=C(CN1C(=O)/C(=C/c2ccccc2F)Sc2ccccc21)N1CCN(C2CCCCC2)CC1	75.0*	-22.0
Cc1ccc(-c2cc3c(=O)n(CCC(=O)NCc4ccccc4)ccn3n2)cc1	-5.9	1.9
